Screening data from PubChem BioAssay.
TcdB inh: TcdB glycohydrolase inhibition | P18177 | TcdB glycohydrolase enzymatic assay, plate reader | inhibition, % at 9.99 µM | 0.24% of 350,000 active | AID 652162; in the data active means inhibition above about 10%
Target sequence (P18177 whole entry, looked up): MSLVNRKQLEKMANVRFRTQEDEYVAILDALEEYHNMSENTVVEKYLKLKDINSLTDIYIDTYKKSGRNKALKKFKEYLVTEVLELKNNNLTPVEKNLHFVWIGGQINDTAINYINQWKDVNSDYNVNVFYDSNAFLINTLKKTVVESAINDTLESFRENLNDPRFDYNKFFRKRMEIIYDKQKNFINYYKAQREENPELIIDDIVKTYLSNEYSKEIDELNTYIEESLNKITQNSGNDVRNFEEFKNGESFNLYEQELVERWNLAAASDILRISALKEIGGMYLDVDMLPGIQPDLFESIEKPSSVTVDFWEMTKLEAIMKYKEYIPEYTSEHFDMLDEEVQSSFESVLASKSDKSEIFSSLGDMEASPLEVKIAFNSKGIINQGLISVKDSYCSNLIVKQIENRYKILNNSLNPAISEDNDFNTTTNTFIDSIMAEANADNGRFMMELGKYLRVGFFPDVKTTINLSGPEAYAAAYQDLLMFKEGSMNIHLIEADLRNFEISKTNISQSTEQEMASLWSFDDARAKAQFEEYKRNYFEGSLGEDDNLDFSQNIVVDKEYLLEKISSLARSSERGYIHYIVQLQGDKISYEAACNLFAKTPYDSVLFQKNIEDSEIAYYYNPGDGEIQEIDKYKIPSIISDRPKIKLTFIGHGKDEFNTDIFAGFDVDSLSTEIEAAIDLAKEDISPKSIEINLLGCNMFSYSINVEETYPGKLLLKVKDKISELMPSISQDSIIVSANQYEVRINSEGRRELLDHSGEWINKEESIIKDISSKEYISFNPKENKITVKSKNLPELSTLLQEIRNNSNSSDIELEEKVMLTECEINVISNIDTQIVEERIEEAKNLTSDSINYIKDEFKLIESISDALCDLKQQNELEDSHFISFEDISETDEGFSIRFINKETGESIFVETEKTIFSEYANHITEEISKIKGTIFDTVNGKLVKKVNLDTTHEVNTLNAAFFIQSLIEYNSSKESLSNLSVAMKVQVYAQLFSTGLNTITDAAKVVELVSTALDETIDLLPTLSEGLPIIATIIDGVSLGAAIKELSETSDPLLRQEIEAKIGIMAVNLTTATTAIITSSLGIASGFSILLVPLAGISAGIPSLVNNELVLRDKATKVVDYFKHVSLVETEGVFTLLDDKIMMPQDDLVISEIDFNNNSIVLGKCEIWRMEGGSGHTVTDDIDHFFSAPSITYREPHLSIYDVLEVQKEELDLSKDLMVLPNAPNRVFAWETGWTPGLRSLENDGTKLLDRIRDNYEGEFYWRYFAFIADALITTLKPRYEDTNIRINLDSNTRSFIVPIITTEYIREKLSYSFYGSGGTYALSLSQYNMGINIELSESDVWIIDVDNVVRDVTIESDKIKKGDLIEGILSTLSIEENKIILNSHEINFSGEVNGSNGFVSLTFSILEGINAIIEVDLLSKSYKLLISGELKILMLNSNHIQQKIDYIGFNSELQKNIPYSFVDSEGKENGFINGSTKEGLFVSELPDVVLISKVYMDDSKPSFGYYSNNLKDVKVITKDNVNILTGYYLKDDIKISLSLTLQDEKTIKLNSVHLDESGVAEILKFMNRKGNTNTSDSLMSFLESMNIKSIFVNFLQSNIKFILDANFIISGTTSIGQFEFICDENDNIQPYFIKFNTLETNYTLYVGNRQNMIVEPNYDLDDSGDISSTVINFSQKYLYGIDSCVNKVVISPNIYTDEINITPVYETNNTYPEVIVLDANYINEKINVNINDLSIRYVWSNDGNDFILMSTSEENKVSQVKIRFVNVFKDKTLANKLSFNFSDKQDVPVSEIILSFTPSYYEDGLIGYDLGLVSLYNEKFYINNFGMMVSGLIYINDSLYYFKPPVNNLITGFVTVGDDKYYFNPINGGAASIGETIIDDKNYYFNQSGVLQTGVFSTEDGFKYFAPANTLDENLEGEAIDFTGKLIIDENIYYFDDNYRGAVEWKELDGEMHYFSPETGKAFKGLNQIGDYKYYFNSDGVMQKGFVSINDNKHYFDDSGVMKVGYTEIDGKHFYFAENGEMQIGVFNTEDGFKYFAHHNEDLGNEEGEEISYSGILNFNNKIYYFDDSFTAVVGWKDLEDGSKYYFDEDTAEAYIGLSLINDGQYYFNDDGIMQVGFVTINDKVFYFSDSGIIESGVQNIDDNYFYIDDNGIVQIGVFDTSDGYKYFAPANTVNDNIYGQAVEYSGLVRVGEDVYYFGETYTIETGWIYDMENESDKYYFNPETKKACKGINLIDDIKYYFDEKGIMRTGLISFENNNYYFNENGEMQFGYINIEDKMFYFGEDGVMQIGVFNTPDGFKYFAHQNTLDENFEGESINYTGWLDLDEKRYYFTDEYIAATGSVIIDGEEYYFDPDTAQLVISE
The depositor's hits bear a star. An excerpt; count on the stated rates, not on these rows.

Preview (3 entries):
SMILES	TcdB inh
C[C@H]1CCCCO[C@H](CN(C)Cc2ccc(C(F)(F)F)cc2)[C@@H](C)CN([C@@H](C)CO)C(=O)c2cc(NC(=O)c3ccncc3)ccc2O1	0.1
CCNC(=O)Nc1ccc2c(c1)C(=O)N(C)[C@H]1CC[C@@H](CC(=O)NCc3ccc(F)cc3)O[C@@H]1CO2	-0.2
O=C(C[C@H]1C=C[C@H](NC(=O)Cc2ccccn2)[C@@H](CO)O1)NCCc1ccccc1	0.7

Results, from the start:
SMILES	TcdB inh
C[C@H]1CCCCO[C@H](CN(C)Cc2ccc(C(F)(F)F)cc2)[C@@H](C)CN([C@@H](C)CO)C(=O)c2cc(NC(=O)c3ccncc3)ccc2O1	0.1
CCNC(=O)Nc1ccc2c(c1)C(=O)N(C)[C@H]1CC[C@@H](CC(=O)NCc3ccc(F)cc3)O[C@@H]1CO2	-0.2
O=C(C[C@H]1C=C[C@H](NC(=O)Cc2ccccn2)[C@@H](CO)O1)NCCc1ccccc1	0.7
C/C=C/c1ccc([C@H]2[C@@H](CO)N3C(=O)CN(C(=O)NC4CCCCC4)C[C@@H]23)cc1	0.2
COC(=O)CCCCCCC(=O)Nc1ccc(NC(=O)CCCC[P+](c2ccccc2)(c2ccccc2)c2ccccc2)cc1	-0.2
O=C(C[C@@H]1CC[C@@H]2[C@H](COC[C@H](O)CN2C(=O)Nc2cccc(F)c2)O1)NCCCN1CCOCC1	1.8
Cc1noc(C)c1NC(=O)N[C@@H]1CC[C@H](CC(=O)N2CCCCC2)O[C@H]1CO	-0.2
CO[C@H]1CN(C)C(=O)c2cc(NC(=O)NC(C)C)ccc2OC[C@H](C)N(CC2CC2)C[C@@H]1C	0.2
CNC(=O)C[C@@H]1CC[C@@H]2[C@H](COc3ccc(NC(=O)C4CCCCC4)cc3C(=O)N2C)O1	0.0
C[C@@H]1CN([C@H](C)CO)C(=O)c2cccc(NC(=O)c3nc4ccccc4s3)c2O[C@H]1CN(C)Cc1ccc(-c2ccccc2)cc1	-1.5
COC(=O)C[C@H]1CC[C@H](NS(=O)(=O)c2ccc(OC)cc2)[C@@H](CO)O1	0.5
Cc1ccc(S(=O)(=O)N(C)C[C@H]2OCCCC[C@@H](C)Oc3ccc(NS(=O)(=O)c4ccc(Cl)cc4)cc3C(=O)N([C@H](C)CO)C[C@@H]2C)cc1	-0.8
C[C@H]1CN([C@@H](C)CO)C(=O)c2cc(NS(=O)(=O)c3ccccc3)ccc2O[C@@H]1CN(C)C(=O)Nc1ccc(F)cc1	2.1
Cc1ccccc1S(=O)(=O)N1C[C@@H](O)COC[C@H]2O[C@H](CC(=O)N3CCC(Cc4ccccc4)CC3)CC[C@@H]21	0.4
C[C@@H]1CN([C@@H](C)CO)C(=O)Cc2cc(NC(=O)Nc3ccccc3)ccc2O[C@@H]1CN(C)C	0.1
COc1cccc(S(=O)(=O)N2C[C@@H](O)COC[C@@H]3O[C@H](CC(=O)NCCCN4CCOCC4)CC[C@H]32)c1	0.9
Cc1ccc(S(=O)(=O)Nc2ccc3c(c2)C(=O)N([C@H](C)CO)C[C@H](C)[C@@H](CN(C)CC2CCCCC2)OCCCC[C@H](C)O3)cc1	0.9
C[C@@H]1CN([C@H](C)CO)C(=O)c2cc(NS(C)(=O)=O)ccc2O[C@@H]1CN(C)Cc1ccc(-c2ccccc2)cc1	-0.4
COc1ccc(C[C@H]2CCc3cnnn3COC[C@@H](C(C)C)NC2=O)cc1	0.9
C[C@@H]1CN([C@@H](C)CO)C(=O)c2cc(NC(=O)CCN3CCOCC3)ccc2O[C@@H]1CN(C)CC1CC1	-3.1
C[C@@H]1CCCCO[C@H](CN(C)Cc2ccccc2)[C@@H](C)CN([C@H](C)CO)C(=O)c2cc(NC(=O)Nc3ccc(F)cc3)ccc2O1	0.4
O=C(NCC(F)(F)F)[C@@H]1[C@@H](CO)[C@@H]2Cn3c(cccc3=O)[C@H]1N2C(=O)C1CCC1	-0.5
CO[C@@H]1CN(C)C(=O)c2cc(NC(=O)c3cnccn3)ccc2OC[C@H](C)N(C(C)=O)C[C@H]1C	-0.2
CC(C)NC(=O)N(C)C[C@@H]1OCCCC[C@@H](C)Oc2ccc(NC(=O)CCCCCC(=O)Nc3ccccc3N)cc2C(=O)N([C@H](C)CO)C[C@@H]1C	0.0
COc1ccc2c3c(n(C)c2c1)[C@@H](CO)N(C(=O)C1CCC1)CC31CCN(C)CC1	0.7

Later entries:
SMILES	TcdB inh
CO[C@@H]1CC[C@@H]2CCOc3ccc(C#N)cc3C(=O)N(C)C[C@@H](C)C(=O)N(C)C[C@@H]1O2	1.9
CCNC(=O)Nc1ccc2c(c1)C(=O)N(C)[C@@H]1CC[C@@H](CC(=O)N[C@@H](C)c3ccccc3)O[C@@H]1CO2	0.5
COc1ccc(-c2ccc([C@@H]3[C@@H](C#N)N(C(=O)NC4CCCCC4)[C@H]3CO)cc2)cc1	-0.2
C[C@H](CO)N1C[C@H](C)[C@@H](CN(C)C(=O)NC2CCCCC2)Oc2ccc(NC(=O)CCCCCC(=O)Nc3ccccc3N)cc2CC1=O	-1.3
CO[C@H]1CN(C)C(=O)c2cc(NC(=O)c3ccccc3F)ccc2OC[C@H](C)N(C(=O)c2ccccc2F)C[C@H]1C	0.6
O=C(C[C@@H]1C=C[C@@H](NC(=O)Nc2ccccc2F)[C@H](CO)O1)NCc1ccc(Cl)cc1	0.8
COc1ccc(S(=O)(=O)N(C)C[C@H]2OCCCC[C@@H](C)Oc3ccc(NC(=O)NC4CCCCC4)cc3C(=O)N([C@@H](C)CO)C[C@H]2C)cc1	0.2
C[C@H](CO)N1C[C@H](C)[C@H](CN(C)C(=O)C2CCCCC2)Oc2cc(C#Cc3ccncc3)ccc2S1(=O)=O	-0.5
C[C@H](CO)N1C[C@H](C)[C@@H](CN(C)S(=O)(=O)c2cn(C)cn2)Oc2ccc(NS(=O)(=O)c3ccc(Cl)cc3)cc2C1=O	0.2
CC(=O)N(C)C[C@@H]1Oc2ncc(-c3ccc(C#N)cc3)cc2C(=O)N([C@H](C)CO)C[C@H]1C	-0.1
CCS(=O)(=O)Nc1ccc2c(c1)C(=O)N(C)C[C@H](OC)[C@H](C)CN(C(=O)C1CC1)[C@@H](C)CO2	-0.6
C[C@@H](NC(=O)C[C@@H]1CC[C@H]2[C@@H](COC[C@H](O)CN2C)O1)c1ccccc1	0.0
O=C(Cc1ccccn1)N[C@@H]1C=C[C@H](CC(=O)N2CCCCC2)O[C@H]1CO	-1.2
C[C@@H]1CN([C@H](C)CO)S(=O)(=O)c2ccc(C#Cc3ccccc3)cc2O[C@@H]1CN(C)S(=O)(=O)c1cn(C)cn1	0.2
C[C@@H]1CN([C@H](C)CO)C(=O)c2cccc(N(C)C)c2O[C@@H]1CN(C)C(=O)Nc1ccc(F)cc1	3.7
O=C(C[C@@H]1C=C[C@H](NC(=O)CC2CC2)[C@H](CO)O1)NCc1ccc(-c2ccccc2)cc1	0.9
COc1ccc(NC(=O)N(C)C[C@H]2OCCCC[C@H](C)Oc3ccc(NS(=O)(=O)c4ccc(C)cc4)cc3C(=O)N([C@@H](C)CO)C[C@@H]2C)cc1	-0.3
C[C@@H]1CN([C@@H](C)CO)C(=O)c2cc(NS(=O)(=O)c3ccc(F)cc3)ccc2O[C@@H]1CN(C)Cc1ccc(Cl)c(Cl)c1	0.3
CC(C)NC(=O)N(C)C[C@@H]1Oc2ncc(C#CCC3CCCC3)cc2C(=O)N([C@H](C)CO)C[C@@H]1C	0.8
O=C(C[C@@H]1C=C[C@@H](NC(=O)c2ccccc2)[C@@H](CO)O1)NCc1ccncn1	1.1
C[C@H](CO)N1C[C@H](C)[C@@H](CN(C)Cc2ccc(Cl)c(Cl)c2)Oc2ccc(N(C)C)cc2C1=O	-0.8
C[C@@H]1CN([C@@H](C)CO)C(=O)c2cccc(NC(=O)c3cnccn3)c2O[C@H]1CN(C)C(=O)Nc1ccccc1	-2.0
CCCC#Cc1cnc2c(c1)C(=O)N([C@H](C)CO)C[C@@H](C)[C@@H](CN(C)Cc1ccc(F)cc1)O2	1.5
COc1ccc2c3c(n(C)c2c1)[C@@H](CO)N(Cc1ccncc1)CC31CCN(C(=O)NC(C)C)CC1	-1.3
C[C@@H]1CCCCO[C@@H](CN(C)S(C)(=O)=O)[C@@H](C)CN([C@H](C)CO)C(=O)c2cc(NS(=O)(=O)c3ccccc3)ccc2O1	0.3

Additional results.
SMILES	TcdB inh
CCCNC(=O)N(C)C[C@@H]1Oc2ncc(C3=CCCC3)cc2C(=O)N([C@H](C)CO)C[C@H]1C	1.0
C[C@H]1CN([C@@H](C)CO)C(=O)Cc2cc(NS(=O)(=O)c3ccc(Cl)cc3)ccc2O[C@@H]1CN(C)Cc1ccccc1	-0.1
CO[C@@H]1CN(C)C(=O)c2cc(NC(=O)C3CCOCC3)ccc2OC[C@@H](C)N(Cc2ccc(F)cc2)C[C@H]1C	0.3
C[C@@H]1CN([C@H](C)CO)C(=O)c2cc(NC(=O)C3CCCCC3)ccc2O[C@@H]1CN(C)Cc1ccc(Cl)c(Cl)c1	-0.6
CO[C@@H]1CN(C)C(=O)c2ccc(NC(=O)C3CC3)cc2OC[C@H](C)N(Cc2ccc(F)cc2)C[C@H]1C	-1.9
C[C@H]1CN([C@@H](C)CO)C(=O)c2cccc(NC(=O)Nc3ccc4c(c3)OCO4)c2O[C@@H]1CN(C)C(=O)Nc1ccc2c(c1)OCO2	-1.6
CC=Cc1ccc2n(c1=O)C[C@H]1[C@H](CO)[C@@H](C(=O)NCCN3CCCC3)N(C(=O)NC(C)C)[C@@H]21 (mixture of isomers)	1.1
COCC(=O)N1CC(=O)N2[C@H](CO)[C@H](c3ccc(-c4cccnc4)cc3)[C@@H]2C1	0.9
C[C@@H]1CN([C@@H](C)CO)C(=O)c2cc(N(C)C)ccc2O[C@@H](C)CCCCO[C@@H]1CN(C)S(C)(=O)=O	-14
COC(=O)C[C@@H]1CC[C@H]2[C@H](COc3ccc(NC(=O)c4ccccc4F)cc3C(=O)N2C)O1	0.3
COc1ccc(CN2C[C@H](C)[C@@H](OC)CN(C)C(=O)c3ccc(NC(=O)c4nc5ccccc5s4)cc3OC[C@H]2C)cc1	-1.6
CCS(=O)(=O)Nc1ccc2c(c1)C(=O)N(C)C[C@H](OC)[C@H](C)CN(C(=O)CN(C)C)[C@H](C)CO2	-0.7
C[C@@H](NC(=O)C[C@@H]1C[C@@H]2c3cc(NC(=O)C4CCOCC4)ccc3O[C@@H]2[C@@H](CO)O1)c1ccccc1	-0.8
C[C@H](NC(=O)C[C@H]1CC[C@@H](NS(=O)(=O)c2cccc(F)c2)[C@H](CO)O1)c1ccccc1	-1.4
C[C@@H]1CN([C@@H](C)CO)C(=O)c2cccc(NC(=O)c3ccc(-c4nccs4)cc3)c2O[C@H]1CN(C)C(=O)Nc1ccc(F)cc1	0.8
CNC[C@H]1Oc2ccc(NS(=O)(=O)c3cccs3)cc2CC(=O)N([C@@H](C)CO)C[C@H]1C	-0.6
O=C(NCC[C@@H]1CC[C@H](NC(=O)c2ccncc2)[C@@H](CO)O1)Nc1ccc(Cl)cc1	0.2
CO[C@H]1CN(C)C(=O)c2ccc(NC(=O)Nc3ccc(F)cc3)cc2OC[C@H](C)NC[C@@H]1C	0.8
Cc1ccc(-c2ccccc2[C@@H]2[C@@H](C#N)N(C(=O)NC3CCCC3)[C@H]2CO)cc1	2.0
COCC#Cc1cnc2c(c1)C(=O)N([C@@H](C)CO)C[C@H](C)[C@@H](CN(C)C(=O)C1CC1)O2	0.1
CCCNC(=O)C[C@@H]1CC[C@H]2[C@H](COc3ccc(NC(=O)c4cccc(OC)c4)cc3C(=O)N2C)O1	1.1
CO[C@H]1CN(C)C(=O)c2cc(NS(C)(=O)=O)ccc2OC[C@H](C)N(C(=O)C2CCCCC2)C[C@H]1C	-0.2
COCC(=O)N(C)C[C@H]1[C@H](c2ccc(-c3cccnc3)cc2)[C@@H](CO)N1C(C)=O	0.5
CC(C)NC(=O)Nc1ccc2c(c1)C(=O)N(C)[C@@H]1CC[C@H](CC(=O)NCc3ccc(F)cc3)O[C@@H]1CO2	1.2
CCNC(=O)Nc1ccc2c(c1)C(=O)N(C)[C@H]1CC[C@H](CC(=O)NC3CCCCC3)O[C@H]1CO2	-1.3

Look-ups from the list:
TcdB inh, `Cc1ccc(S(=O)(=O)N(C)C[C@H]2OCCCC[C@@H](C)Oc3ccc(NS(=O)(=O)c4ccc(Cl)cc4)cc3C(=O)N([C@H](C)CO)C[C@@H]2C)cc1` reads -0.8
TcdB inh, `COC(=O)C[C@@H]1CC[C@H]2[C@H](COc3ccc(NC(=O)c4ccccc4F)cc3C(=O)N2C)O1` reads 0.3
TcdB inh, `C[C@@H]1CN([C@@H](C)CO)C(=O)Cc2cc(NC(=O)Nc3ccccc3)ccc2O[C@@H]1CN(C)C` reads 0.1

(list continues)
SMILES	TcdB inh
O=C(C[C@@H]1C=C[C@@H](NC(=O)C2CCC2)[C@@H](CO)O1)NCc1ccncc1	-0.8
CC(C)C#Cc1ccc([C@@H]2[C@H](CO)N3C(=O)CN(C(=O)NC4CCCC4)C[C@@H]23)cc1	1.4
O=C(Cc1ccccc1)N1CC2(C1)[C@@H](c1ccccc1)[C@@H](CO)N2Cc1cccc(F)c1	-1.6
Cc1ccc(-c2ccc([C@H]3[C@@H](CO)N4C(=O)CN(C(=O)c5cccnc5)C[C@H]34)cc2)cc1	-0.5
O=C(C[C@H]1CC[C@H]2[C@@H](COC[C@H](O)CN2Cc2cccc(Cl)c2)O1)Nc1nccs1	1.1
C[C@@H]1CN([C@H](C)CO)S(=O)(=O)c2ccc(C#CC3CCCC3)cc2O[C@H]1CN(C)C(=O)C1CC1	0.8
C[C@@H]1CCCCO[C@@H](CN(C)Cc2ccc3c(c2)OCO3)[C@H](C)CN([C@@H](C)CO)C(=O)c2cc(NC(=O)c3ccccc3)ccc2O1	-0.1

3 entries already listed, sorted by length of the SMILES, lowest first.
SMILES	TcdB inh
O=C(C[C@@H]1C=C[C@@H](NC(=O)C2CCC2)[C@@H](CO)O1)NCc1ccncc1	-0.8
CC(C)C#Cc1ccc([C@@H]2[C@H](CO)N3C(=O)CN(C(=O)NC4CCCC4)C[C@@H]23)cc1	1.4
C[C@@H]1CCCCO[C@@H](CN(C)Cc2ccc3c(c2)OCO3)[C@H](C)CN([C@@H](C)CO)C(=O)c2cc(NC(=O)c3ccccc3)ccc2O1	-0.1
